S3 lipid droplet – qHTS Assay for Lipid Storage Modulators in Drosophila S3 Cells; AID 2685; Drosophila S3 cells, BODIPY lipid droplet fluorescence, 18-24 h; cells fed with added oleic acid; 320,000 tested, 0.64% active; Potency in µM for hits, for the others lipid storage change, negative = inhibition, % at the top dose, mostly 46.1 µM; active = well fitted inhibition curve with a large enough effect in the signal ratio, with a control signal flat, not every such curve was filed as active; inconclusive = small, poorly fitted or top-dose-only effect, or effect the other way, or a change in a side signal; the % refers to the signal ratio
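Drosophila S3 cells got compounds at several concentrations plus oleic acid (400 uM solution). Laser-scanning cytometry with 488 nm excitation read lipid droplets at 500-530 nm and cells at 575-640 nm. Percent activity was relative to 20 uM Triacsin C.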
S3 lipid droplet cell count max – recorded beside S3 lipid droplet, whose call it bears; cell number change, %; measured here: cell count max response;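 cells counted by Cell Tracker Red CMTPX staining in the red channel; peak over a dose series mostly up to 46.1 µM; percent activity relative to internal control wells on each plate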
Active calls of the source: *; [ ] = remark or other dose. % is scaled to controls: 0 for no effect and ±100 for the full control effect; potency is read from the fitted curve at half-maximal effect. Only part of the results is shown; the hit share may differ from the screen's.

For O=C(NCc1ccco1)C1OCCc2ccccc21 (stereo unspecified) the results were S3 lipid droplet -10% and S3 lipid droplet cell count max -19.
Cc1cc2cc(CNC(=O)c3ccc(Br)o3)ccc2[nH]1 was read as S3 lipid droplet inconclusive.
Cc1cccc(NC(=S)NNC(=O)c2cccc([N+](=O)[O-])c2)c1 was read as S3 lipid droplet 6% and S3 lipid droplet cell count max 2.
For CN(C)S(=O)(=O)c1cccc(NC(=S)N/N=C/C(c2ccccc2)c2ccccc2)c1 the results were S3 lipid droplet inconclusive.
COc1ccccc1CN1CCNC(=O)C1CC(=O)N(C)CC1CCOCC1 (stereo unspecified) was read as S3 lipid droplet inactive and S3 lipid droplet cell count max 16.
Screening Cc1ccc(NC(=O)C(=Cc2ccc(C(=O)O)cc2)C(=O)Nc2ccc(C)cc2C)c(C)c1 returned S3 lipid droplet inconclusive.
For Cc1ccccc1-c1nc(-c2ccc(Br)o2)no1 the results were S3 lipid droplet inconclusive.
COc1cc(C)c(C(C)C)cc1S(=O)(=O)NC1CC(C)(C)NC(C)(C)C1 was read as S3 lipid droplet inconclusive.
For COc1ccc(C(=O)CN2C(=O)NC3(CCCCCC3)C2=O)c(OC)c1 the results were S3 lipid droplet inconclusive.
`COc1ccc(CCNC2CCC(c3ccccc3)CC2)cc1` (stereo unspecified) gave S3 lipid droplet -5% and S3 lipid droplet cell count max -12.
Screening Cc1nnc(NC(=O)c2ccc3nccnc3c2)s1 returned S3 lipid droplet inconclusive.
CC(=O)c1cn(C)c(=O)c2ccccc12 was read as S3 lipid droplet 25% and S3 lipid droplet cell count max 11.
CN1CCN(CC2(O)CCN(S(=O)(=O)c3ccc(Cl)cc3)CC2)CC1 was read as S3 lipid droplet inconclusive.
O=C(N/C(=C/c1cccs1)C(=O)N1CCCC1)c1ccccc1 was read as S3 lipid droplet inconclusive.
For O=C1C2CCCN2C(c2ccco2)N1c1ccc(F)cc1 (stereo unspecified) the results were S3 lipid droplet inconclusive.
Screening CCOC(=O)Cc1csc(NC(=O)CSc2nnc(-n3nc(C)cc3C)c3ccccc23)n1 returned S3 lipid droplet inconclusive.
Screening CC1(C)OC(=O)C(=CNC(CCC(N)=O)C(=O)O)C(=O)O1 (stereo unspecified) returned S3 lipid droplet inconclusive.
NS(=O)(=O)c1ccc(CNC(=O)c2csc3c2CCCC3)cc1 was read as S3 lipid droplet inconclusive.
CCNc1nc(NC(C)C)nc(SCCOc2ccc(C)cc2)n1 was read as S3 lipid droplet inconclusive.
Cc1cccn2cc(CNc3ccccc3)nc12 was read as S3 lipid droplet inactive.

Brought forward from above: 5 compounds, then new ones.
Screening CCOC(=O)Cc1csc(NC(=O)CSc2nnc(-n3nc(C)cc3C)c3ccccc23)n1 returned S3 lipid droplet inconclusive.
Screening CC1(C)OC(=O)C(=CNC(CCC(N)=O)C(=O)O)C(=O)O1 (stereo unspecified) returned S3 lipid droplet inconclusive.
NS(=O)(=O)c1ccc(CNC(=O)c2csc3c2CCCC3)cc1 was read as S3 lipid droplet inconclusive.
CCNc1nc(NC(C)C)nc(SCCOc2ccc(C)cc2)n1 was read as S3 lipid droplet inconclusive.
Cc1cccn2cc(CNc3ccccc3)nc12 was read as S3 lipid droplet inactive.
`Cc1nn(CC(=O)Nc2ccc(C(=O)N3CCCC3)cc2)c(=O)c2ccccc12` gave S3 lipid droplet inactive and S3 lipid droplet cell count max 21.
Screening COc1nc(NCC(C)C)nc(Oc2ccc(=O)n(-c3ccccc3)n2)n1 returned S3 lipid droplet -7%[9.22 µM].
For Cc1cc(C)cc(N(CC(=O)NC2CCC(C)CC2)S(=O)(=O)c2c(C)[nH]c(=O)[nH]c2=O)c1 (stereo unspecified) the results were S3 lipid droplet inconclusive.
`COc1cc(C(O)P(=O)(OC(C)C)OC(C)C)cc(OC)c1OC` (stereo unspecified) gave S3 lipid droplet 6% and S3 lipid droplet cell count max -12.
Screening CCC(=O)c1cn(CC(=O)Nc2cccc(C)c2)c2ccccc12 returned S3 lipid droplet inconclusive.
For Cc1cc(N2CCC(C)CC2)c(F)cc1[N+](=O)[O-] the results were S3 lipid droplet -7%.
For COC(c1ccccc1)c1c(-c2ccccc2)nn(C)c1Cl (stereo unspecified) the results were S3 lipid droplet inactive.
Screening CCCCn1c(N(CCOC(C)=O)C(C)=O)nc2ccccc21 returned S3 lipid droplet inconclusive.
Cc1ccc(C(=O)NC2(C(F)(F)F)NC(=O)N(c3ccc(Cl)cc3)C2=O)cc1 (stereo unspecified) was read as S3 lipid droplet 10% and S3 lipid droplet cell count max 10.
For CN1C(=O)C(=O)/C(=C(/O)c2ccccc2)C1c1ccc([N+](=O)[O-])cc1 (stereo unspecified) the results were S3 lipid droplet inconclusive.
COC(=O)c1ccc2nc(NC(=O)CSCC(=O)OCC(=O)c3ccccc3)sc2c1 was read as S3 lipid droplet 13% and S3 lipid droplet cell count max 18.
COc1ccccc1N1CCN(C(=O)CCNS(=O)(=O)c2cc(Br)cnc2N)CC1 was read as S3 lipid droplet inconclusive.
N#Cc1c2ccc(OCC(N)=O)cc2n2ccccc12 was read as S3 lipid droplet inconclusive.
Screening O=C(CN(C(=O)CCC(=O)Nc1nccs1)c1ccccc1F)NCc1ccc(F)cc1 returned S3 lipid droplet inactive and S3 lipid droplet cell count max 29.
For COc1ccc(C(=O)Nn2c(SCC(=O)NC3CCCCC3)nc3ccccc3c2=O)cc1 the results were S3 lipid droplet -4% and S3 lipid droplet cell count max 2.
`CN(C)Cc1cc(O)c(CN(C)C)cc1O` gave S3 lipid droplet inconclusive.
COC(=O)c1ccc(N2C(=O)CC(N3CCN(C(=O)c4ccco4)CC3)C2=O)cc1 (stereo unspecified) was read as S3 lipid droplet inconclusive.
Nc1nc(-c2cccnc2)nn1C(=O)c1ccco1 was read as S3 lipid droplet inactive and S3 lipid droplet cell count max 8.
For COc1ccc(-n2cccc2C=O)cc1OC the results were S3 lipid droplet inconclusive.
`CCOc1ccc(NC2=C(Cl)C(=O)N(Cc3ccccc3)C2=O)cc1` gave S3 lipid droplet 10% and S3 lipid droplet cell count max -14.

The last 5 compounds of the part before open the next one:
`CN(C)Cc1cc(O)c(CN(C)C)cc1O` gave S3 lipid droplet inconclusive.
COC(=O)c1ccc(N2C(=O)CC(N3CCN(C(=O)c4ccco4)CC3)C2=O)cc1 (stereo unspecified) was read as S3 lipid droplet inconclusive.
Nc1nc(-c2cccnc2)nn1C(=O)c1ccco1 was read as S3 lipid droplet inactive and S3 lipid droplet cell count max 8.
For COc1ccc(-n2cccc2C=O)cc1OC the results were S3 lipid droplet inconclusive.
`CCOc1ccc(NC2=C(Cl)C(=O)N(Cc3ccccc3)C2=O)cc1` gave S3 lipid droplet 10% and S3 lipid droplet cell count max -14.
`O=Cc1coc2ccc3ccccc3c2c1=O` gave S3 lipid droplet inactive and S3 lipid droplet cell count max -2.
Screening CCOC(=O)c1c(C)[nH]c(C(=O)CN2CCN(CC)CC2)c1C returned S3 lipid droplet -10% and S3 lipid droplet cell count max -13.
Screening Cn1c(=O)n(C)c2cc(S(=O)(=O)Nc3cc(Cl)ccc3O)ccc21 returned S3 lipid droplet 8% and S3 lipid droplet cell count max 9.
Screening COc1ccc2[nH]c(=O)c(CN(Cc3cccnc3)C(=O)Nc3ccccc3)cc2c1 returned S3 lipid droplet inconclusive.
For Cc1cc(C)n2c(SCc3ccc(Cl)cc3Cl)nnc2n1 the results were S3 lipid droplet inconclusive.
CCOC(=O)C1(CCc2ccccc2)CCN(C(=O)C2CCCO2)CC1 (stereo unspecified) was read as S3 lipid droplet -23% and S3 lipid droplet cell count max -11.
Screening COc1ccc(N2CCN(c3nc4ccc(C)cn4c(=O)c3C=O)CC2)cc1 returned S3 lipid droplet inconclusive.
For COc1ccc(C(CC(=O)O)NS(=O)(=O)c2ccc3c(c2)NC(=O)CO3)cc1 (stereo unspecified) the results were S3 lipid droplet inactive and S3 lipid droplet cell count max 17.
`CC(=O)Nc1ccc2c(c1)nc(CN1CCCC1)n2C` gave S3 lipid droplet inconclusive.
For Nc1nc(SCC(=O)c2ccc(Br)s2)n[nH]1 the results were S3 lipid droplet inconclusive.
CC(C)CNc1nc(Oc2ccc(=O)[nH]n2)nc(N(C)C)n1 was read as S3 lipid droplet inactive and S3 lipid droplet cell count max 25.
`C/C=C/c1ccc(OCCN2C(=O)NC(C)(C)C2=O)c(OC)c1` gave S3 lipid droplet 15%.
`CCN(Cc1ccc(OC)c(F)c1)C(C)C(=O)Nc1ccc(S(=O)(=O)N2CCCC2)cc1` (stereo unspecified) gave S3 lipid droplet inconclusive.
Screening Cc1ccc(C2C3=C(CC(C)(C)CC3=O)NC3=C2C(=O)c2ccccc23)cc1 (stereo unspecified) returned S3 lipid droplet -19% and S3 lipid droplet cell count max -13.
CCN(CC)S(=O)(=O)c1cc(NS(=O)(=O)c2cccc(Cl)c2Cl)ccc1C was read as S3 lipid droplet -24% and S3 lipid droplet cell count max 3.
`CCOc1ccc(/C(CC)=N/NC(=O)C2(C)CC2(Br)Br)cc1` (stereo unspecified) gave S3 lipid droplet inconclusive.
O=C(NCc1ccccc1)N(Cc1cc2cc3c(cc2[nH]c1=O)OCCO3)CC1CCCO1 (stereo unspecified) was read as S3 lipid droplet 9% and S3 lipid droplet cell count max -3.
Screening O=C(Cn1cnnn1)OCC(=O)c1ccc(Cl)s1 returned S3 lipid droplet inconclusive.
Screening CCOC(=O)CNc1nc2ccccc2n2c(C)nnc12 returned S3 lipid droplet inconclusive.
S=c1[nH]nc(Cc2cccs2)n1-c1ccccc1Cl was read as S3 lipid droplet 27% and S3 lipid droplet cell count max 3.
Screening O=C(NCCCO)c1ccc(CSc2nc3ccccc3[nH]2)cc1 returned S3 lipid droplet inconclusive.
`CC(C)c1nnc(NC(=O)CCC(=O)NCCc2ccccc2)s1` gave S3 lipid droplet -5% and S3 lipid droplet cell count max 15.
`Cc1ccc2c(N)c(C(=O)N(c3ccccc3)c3ccccc3)sc2n1` gave S3 lipid droplet 1% and S3 lipid droplet cell count max 1.
`CC(C)(C)C(=O)NC1(C(F)(F)F)NC(=O)N(c2ccccc2F)C1=O` (stereo unspecified) gave S3 lipid droplet -3% and S3 lipid droplet cell count max 0.
`O=C(Nc1ccc(Cl)c(S(=O)(=O)N2CCOCC2)c1)c1cn2ccccc2n1` gave S3 lipid droplet inconclusive.
CCN(CC)c1ccc(NC(=O)c2ccc(Br)o2)cc1 was read as S3 lipid droplet inconclusive.
CCCNC(=O)C(CC)NC(=O)c1cccc([N+](=O)[O-])c1 (stereo unspecified) was read as S3 lipid droplet 0% and S3 lipid droplet cell count max 0.
Screening CCc1ccc(OCC(=O)NNC(=O)Cc2c(F)cccc2Cl)cc1 returned S3 lipid droplet 10% and S3 lipid droplet cell count max 9.
Screening CC1(NC(=O)CCNC(=O)c2ccc(C(C)(C)C)cc2)CCS(=O)(=O)C1 (stereo unspecified) returned S3 lipid droplet inconclusive.
O=C(CSc1nnc(-c2ccc(Cl)cc2)n1-c1ccc(Cl)cc1)N/N=C/c1ccco1 was read as S3 lipid droplet -19% and S3 lipid droplet cell count max -5.
C[C@H](NC(=O)OC(C)(C)C)c1nnc(SCC(=O)c2ccc(Cl)cc2)o1 was read as S3 lipid droplet inconclusive.
O=C(O)C1C2C=CC(C2)C1C(=O)NCc1cccc(Cl)c1 (stereo unspecified) was read as S3 lipid droplet -1% and S3 lipid droplet cell count max 12.
Screening O=C(c1cc2cc(Cl)ccc2[nH]1)N1CCCCC1 returned S3 lipid droplet -1% and S3 lipid droplet cell count max -1.
Screening O=C(NCc1ccccc1Br)C1CCCO1 (stereo unspecified) returned S3 lipid droplet inconclusive.
Screening COc1ccc(C(=O)COC(=O)CCN2C(=O)C3C4CC(C(Br)C4Br)C3C2=O)cc1 (stereo unspecified) returned S3 lipid droplet -4% and S3 lipid droplet cell count max 0.
Screening C/C(=N\N=C\c1ccc(N(C)C)cc1)c1cccc([N+](=O)[O-])c1 returned S3 lipid droplet inconclusive.
For CCOC(=O)c1nn(-c2ccc(OCC)cc2)c2nc(CC(C)C)c(C#N)c(=O)n12 the results were S3 lipid droplet 3% and S3 lipid droplet cell count max 10.
Screening O=C(Cn1ncc2c1-c1ccccc1OC2)Nc1cccc(Cl)c1 returned S3 lipid droplet inconclusive.
`COc1ccc(C(C(=O)NCc2ccccc2)N(Cc2ccc3c(c2)OCO3)C(=O)c2cnccn2)cc1` (stereo unspecified) gave S3 lipid droplet inconclusive.
Screening COc1ccc(CNC(=O)c2cnccn2)cc1 returned S3 lipid droplet inactive.
Screening CC1CCC2(CC1)NC(=O)N(CC(=O)NCc1ccc3c(c1)OCO3)C2=O (stereo unspecified) returned S3 lipid droplet 6% and S3 lipid droplet cell count max -2.
Screening COc1cc(C(=O)Oc2ccc(C(=S)N3CCOCC3)cc2)cc(OC)c1OC returned S3 lipid droplet -16% and S3 lipid droplet cell count max 0.
Screening Cn1nnnc1SCC(=O)NCc1ccc2c(c1)OCO2 returned S3 lipid droplet 3% and S3 lipid droplet cell count max 9.
For O=C(CCCCCl)Nc1c2c(nc3ccccc13)CCC2 the results were S3 lipid droplet inconclusive.
CCOC(=O)C/C(N)=N/NC(=O)c1ccc(Cl)cc1Cl was read as S3 lipid droplet 15% and S3 lipid droplet cell count max 21.
For Cc1cc(N2CCCCCC2)nc2ccccc12 the results were S3 lipid droplet inconclusive.
`Cc1ccc(OCC(=O)Nc2ccc(S(=O)(=O)Nc3ccccn3)cc2)cc1` gave S3 lipid droplet 0% and S3 lipid droplet cell count max 9.

Screens: PubChem BioAssay, National Center for Advancing Translational Sciences (NCATS)
